Screening data as filed in PubChem BioAssay.
GAA inh = alpha-glucosidase (human) inhibition; P10253; purified human GAA, 4-MU-alpha-glucoside fluorescence; Potency, µM (series often up to 76.9 µM), for the others: at the highest dose activity change, negative = inhibition, usual class: inhibitors; 200,000 compounds, 0.005% hits;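 also: plate controls were uninhibited enzyme wells for no effect and no-enzyme background for full effect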
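Enzyme (4 nM final) mixed with compound (up to 77 uM), then 4-MU-alpha-D-pyranoside (400 uM final) added; 20 min at room temperature, pH 5.0. Reaction stopped at pH 10, fluorescence read, AC50 derived by Hill fit.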
TexasRed fluor = alters Texas Red total fluorescence, flagging assay interference; Potency, µM (titrated, usually from 106 µM), without a hit: at the top dose fluorescence change, negative = quenching; 280,000 compounds, 0.29% hits; AID 1479; TRb/SRC2 Texas Red total fluorescence interference; active = well fitted curve in either direction with a large enough effect; inconclusive = small, poorly fitted or top-dose-only effect
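Human TRb ligand-binding domain at 0.6 uM with 20 nM Texas Red SRC2 peptide in Tris buffer containing 1 uM T3 and 5% DMSO, incubated with compound 5 h at ambient temperature. Total fluorescence (555/632 nm) calculated as parallel + 2 × perpendicular.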
L3MBTL1 block = inhibitors of human L3MBTL1; Q9Y468; AlphaScreen L3MBTL1–H3K9me1 peptide binding; Potency, µM (highest dose often 57.1 µM), without a hit: top-dose activity, negative = inhibition, hits mostly inhibitors; 230,000 compounds, 0.66% hits; AID 485360; also: nearly all actives have a fitted effect of over 60% in size
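AlphaScreen proximity signal between nickel-chelate acceptor and streptavidin donor beads (final 10 ug/mL) reports binding of 50 nM L3MBTL1 to 75 nM biotin-H3 K9me1 peptide; complex incubated with compounds 30 min at room temperature; cefsulodin titration as control.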
GAA glycogen mod = inhibitors or activators of human alpha-glucosidase glycogen cleavage | Potency, µM (titrated, usually from 76.4 µM), for the others: top-dose activity change, negative = inhibition, most hits filed as inhibitors | recombinant GAA, glycogen substrate, Amplex Red glucose oxidase fluorescence | P10253 | AID 2100 | 300,000 compounds, 0.38% hits;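 also: 0% = full enzyme reaction and -100% = no-enzyme basal signal; the screen sought inhibitors and activators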
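Recombinant human enzyme (4 nM); glycogen substrate; 37 C, 40 min, pH 5.0. Readout: coupled glucose oxidase/Amplex Red fluorescence.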
GoLoco inh red = inhibitors of human Gai1-RGS12 GoLoco interaction (red fluorophore). Gai1:RGS12 GoLoco peptide FP, rhodamine, 10 min. Potency, µM (top dose mostly 61.6 µM), for the others: at the top dose activity, negative = inhibition, most hits filed as inhibitors. AID 880. 230,000 compounds, 0.44% hits; active = well fitted inhibition curve with a large enough effect, not every such curve was filed as active; inactive = no such curve, though single readings can be large or run the other way; also: nearly all actives have a fitted effect of over 30% in size; many of its hits are not listed in these tables
Target sequence (P63096 whole entry, looked up): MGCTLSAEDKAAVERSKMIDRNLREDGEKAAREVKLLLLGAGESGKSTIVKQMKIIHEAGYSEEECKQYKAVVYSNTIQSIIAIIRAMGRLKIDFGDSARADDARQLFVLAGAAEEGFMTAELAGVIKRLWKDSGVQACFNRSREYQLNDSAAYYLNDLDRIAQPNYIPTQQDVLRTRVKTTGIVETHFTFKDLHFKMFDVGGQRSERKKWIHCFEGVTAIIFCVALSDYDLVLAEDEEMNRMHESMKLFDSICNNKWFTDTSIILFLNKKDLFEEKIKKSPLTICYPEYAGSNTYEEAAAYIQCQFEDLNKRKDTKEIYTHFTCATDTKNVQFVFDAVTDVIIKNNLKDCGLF
aGlu spleen mod = lysosomal alpha-glucosidase (human) modulation. Potency, µM (titrated, usually from 79.9 µM), for inactives: at the highest dose activity change, negative = inhibition, most hits filed as inhibitors. human spleen homogenate, 4-MU-alpha-glucoside fluorescence. P10253. 240,000 compounds, 0.006% hits;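 also: 0% = enzyme with vehicle and -100% = no enzyme basal signal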
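Enzyme source: human spleen homogenate, 1 ug/well. Buffer 50 mM citric acid/K phosphate pH 5.0, 0.01% Tween-20. 4-MU-alpha-glucoside 1 mM; 37 C x 40 min; NaOH/glycine stop; fluorescence.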
TRb SRC2 PPI = disrupts binding of human TR beta to SRC2 | P10828 | TRbeta-SRC2 peptide binding, fluorescence polarization; receptor liganded with 1 µM T3 | Potency, µM (series often up to 106 µM), for inactives: at the top dose activity change, negative = inhibition, hits mostly inhibitors | 280,000 compounds, 0.065% hits | AID 1469;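 also: plate controls were bound peptide for no effect and peptide without receptor for full effect; nearly all actives have a fitted effect of over 50% in size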
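Polarization signal, normalized between peptide-alone and full complex controls, measured compound effects on T3-liganded human TRb LBD (0.6 uM) binding 20 nM Texas Red SRC2 peptide after 5 hr.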
RECQ1 inh = inhibitors of human RECQ1 DNA helicase | P46063 | RECQ1 DNA unwinding, red fluorescence kinetic read | Potency, µM (titrated, usually from 57.3 µM), inactives show at the highest dose activity, negative = inhibition, hits mostly inhibitors | 240,000 compounds, 0.54% hits;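 also: plate controls were vehicle for no effect and no enzyme for full effect; nearly all actives have a fitted effect of over 30% in size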
Target sequence (P46063 whole entry, looked up): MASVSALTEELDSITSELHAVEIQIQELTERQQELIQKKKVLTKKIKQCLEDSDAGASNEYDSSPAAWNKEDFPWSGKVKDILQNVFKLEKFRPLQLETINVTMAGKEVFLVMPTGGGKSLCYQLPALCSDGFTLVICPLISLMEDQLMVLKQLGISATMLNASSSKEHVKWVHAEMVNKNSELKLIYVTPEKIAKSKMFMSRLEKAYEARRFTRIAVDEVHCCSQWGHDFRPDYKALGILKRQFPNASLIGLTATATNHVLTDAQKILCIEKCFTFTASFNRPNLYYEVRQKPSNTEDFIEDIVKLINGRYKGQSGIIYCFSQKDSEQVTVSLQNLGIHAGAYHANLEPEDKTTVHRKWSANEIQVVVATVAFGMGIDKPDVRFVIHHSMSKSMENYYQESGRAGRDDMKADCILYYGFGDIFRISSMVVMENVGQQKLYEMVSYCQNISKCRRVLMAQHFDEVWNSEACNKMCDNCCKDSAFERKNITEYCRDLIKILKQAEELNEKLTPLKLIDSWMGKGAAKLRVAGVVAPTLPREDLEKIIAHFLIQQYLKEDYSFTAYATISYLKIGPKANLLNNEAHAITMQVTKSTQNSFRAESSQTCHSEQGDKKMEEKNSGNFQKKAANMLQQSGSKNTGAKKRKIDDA
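RECQ1T1 50 nM; forked duplex (20 bp + 30-nt ss tails) 200 nM, ATP 2 mM final; pH 8.0, 2 mM MgCl2, 2.5 ug/ml poly(dI-dC); 15 min compound preincubation; discontinuous kinetic read over 2 h at RT.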
Starred values were filed as active, the others as inactive; i = inactive; ? = inconclusive; nt = no result given; & = joins results of further samples; [ ] = dose if it differs, or a comment. Unless noted, calls follow the shape of the dose curve; as a rule, active = well fitted curve in the direction sought with a large enough effect; inconclusive = small, poorly fitted or top-dose-only effect, or another doubt; inactive = no such curve, though single readings can be large; an effect the other way counts as inactive or inconclusive. Unless noted, % is scaled to controls: 0 for no effect and ±100 for the full control effect; potency is read from the fitted curve at half-maximal effect. Only part of the results is shown (hit frequency here may not be typical).

Below each SMILES – GAA inh	TexasRed fluor	L3MBTL1 block	GAA glycogen mod	GoLoco inh red	aGlu spleen mod	TRb SRC2 PPI	RECQ1 inh
CCC1(c2ccc(F)cc2)NC(=O)N(CC(=O)Nc2ccc(S(N)(=O)=O)cc2)C1=O (stereo unspecified)
 : -1%	-4%	1%	7%	4%	0%	-4%	-2%
O=C(COC(=O)/C=C/c1ccc([N+](=O)[O-])cc1)NCc1ccco1
 : -3%	-1%	-1%	-4%	1%	6%	-2%	-2%
CCOc1ccc(-c2nnc(-c3cccs3)o2)cc1OCC
 : -10%	0%	12%	0%	-15%	-1%	-6%	i
CCOC(=O)N1CC=C2C(C#N)=C(N)C(C#N)(C#N)[C@H](c3ccsc3)[C@H]2C1
 : 3%	0%	7%	3%	15%	-15%	-14%	-4%
CSc1nc(-c2ccco2)nn1S(=O)(=O)c1ccc(C)cc1
 : 0%	1%	2%	3%	-1%	-4%	-1%	-11%
CC1=CC2=NC(=O)/C(=C\c3cccn3CCOc3ccccc3C)C(=N)N2O1
 : nt	0%	nt	-9%	3%	-2%	-2%	-15%
Cc1ccc(C(=O)N/C(=C\c2ccc(C)o2)C(=O)O)cc1
 : nt	0%	?	-4%	12%	8%	2%	i
CCOc1cc(/C=N/n2c(C)nnc2C)ccc1O
 : nt	-4%	-7%	4%	3%	-9%	-3%	-4%
O=C(Nc1ccccc1)OCCNC(=O)c1cccc(Cl)c1
 : -6%	-4%	nt	3%	-3%	2%	-16%	-9%
COc1cccc(C2CC(c3cccc(C)c3)n3ncnc3N2)c1 (stereo unspecified)
 : -20%	-4%	-2%	0%	0%	-27%	-24%	-5%
O=C(c1ccco1)N1CCN(C(=O)c2cccc3c2C(=O)N(C2CCCCC2)C3)CC1
 : 4%	-3%	-12%	0%	0%	0%	3%	-1%
CCOc1cc(/C=N/NC(=O)CN2CCCCC2)ccc1OCc1cccc(Cl)c1
 : -15%	-1%	-18%	1%	32%	-2%	-1%	-6%
COc1ccc(/C=C2/SC(=O)N(CCC(=O)Nc3ccc(C)cc3)C2=O)cc1OC
 : 6%	1%	-3%	3%	4%	-4%	-10%	i
CCOC(=O)CCn1cnc2ccc([N+](=O)[O-])cc2c1=O
 : -16%	-1%	0%	2%	-2%	0%	-10%	i
COC(=O)CSc1nc2ccccn2c(=O)c1C=O
 : ?	-1%	nt	5%	3%	-3%	-6%	-2%
CCNC(=O)CSc1nnc(-c2ccccc2)n1-c1ccc(OCC)cc1
 : -3%	-1%	nt	-1%	-1%	-2%	4%	-5%
Cc1nn(CCCC(=O)Nc2cc(Oc3ccc(F)cc3)cc([N+](=O)[O-])c2)c(C)c1[N+](=O)[O-]
 : -3%	-1%	?	1%	11%	-6%	-3%	-2%
O=c1[nH]cnc2[nH]ncc12
 : 0%[15.4 µM]	0%&-6%&-2%&-2%	-1%	5%	7%&9%&-4%&7%	3%&4%&6%&-5%	-4%&-2%&-4%&-5%	4%&-4%&-8%
COc1ccc(C2CCCN2C(=S)Nc2ccc(C)cc2Cl)cc1OC (stereo unspecified)
 : -15%	0%	nt	0%	-9%	0%	-1%	-2%
Cc1cc(NC(=O)COC(=O)[C@@H](NS(=O)(=O)c2ccccc2)C(C)C)no1
 : 9%	-2%	-20%	9%	9%	0%	-4%	i
Cn1c(=O)c2c(nc(N3CCCCC3)n2CCSc2nc3ccccc3s2)n(C)c1=O
 : -4%	-2%	-3%	4%	6%	-3%	-2%	-5%
N#C/C(=C1\C(=O)Nc2c(Cl)cc(Cl)cc21)c1nnc2n1CCCCC2
 : -2%	0%	2%	0%	1%	4%	?	i
O=C(CCl)Nc1ccccc1C(=O)c1ccccc1
 : 0%	-5%	-1%	5%	10%	-3%	5%	i
Cc1ccc(OCC(=O)Nc2nnn(C)n2)c(C)c1
 : 3%	5%	5%	-2%	2%	7%	1%	-5%
CC1CCN(C(=O)c2cc3nc(-c4ccccc4)cc(-c4ccccc4)n3n2)CC1
 : 0%	0%	nt	-7%	1%	-3%	2%	-1%
COC(=O)C1=C(N)Oc2cc(N(C)C)ccc2C1c1ccccc1OC (stereo unspecified)
 : -5%	0%	?	-24%	21%	1%	0%	-9%
O=C(/C=C/c1ccc(Br)o1)Nc1nnc(C2CC2)s1
 : -9%[15.4 µM]	2%	-8%	5%	16%	4%	2%	i
CCN(CC)S(=O)(=O)c1ccc2c(c1)nc(CCC(=O)Nc1ccccc1Cc1ccccc1)n2CC
 : -12%	-3%	nt	-3%	0%	3%	-11%	4%
O=C(CNC(=O)c1ccccc1F)NC1CC1
 : 0%	-1%	9%	6%	3%	-4%	-4%	-5%
Cc1cc(OCCCCn2ccnc2)cc(C)c1Cl
 : -6%	-1%	nt	-4%	9%	-4%	-1%	4%

Full records as entered above. Values in the order: GAA inh, TexasRed fluor, L3MBTL1 block, GAA glycogen mod, GoLoco inh red, aGlu spleen mod, TRb SRC2 PPI, RECQ1 inh
O=C(/C=C/c1ccc(Br)o1)Nc1nnc(C2CC2)s1 is listed with -9%[15.4 µM], 2%, -8%, 5%, 16%, 4%, 2%, i
Cc1nn(CCCC(=O)Nc2cc(Oc3ccc(F)cc3)cc([N+](=O)[O-])c2)c(C)c1[N+](=O)[O-] is listed with -3%, -1%, ?, 1%, 11%, -6%, -3%, -2%

Remaining list, next part:
Below each SMILES – GAA inh	TexasRed fluor	L3MBTL1 block	GAA glycogen mod	GoLoco inh red	aGlu spleen mod	TRb SRC2 PPI	RECQ1 inh
O=C(Nc1nc2ccccc2n1CCN1CCOCC1)c1ccc(COc2ccccc2Br)o1
 : -5%	-1%	-18%	-12%	11%	7%	-8%	-7%
CCCCOP(=O)(c1ccc(N(C)C)cc1)C(O)c1ccc(OC)c(OC)c1 (stereo unspecified)
 : nt	0%	7%	3%	-122%	7%	2%	-12%
NS(=O)(=O)c1cccc(NC(=O)CSc2nnnn2-c2ccccc2)c1
 : nt	-3%	nt	1%	9%	2%	-1%	-9%
CC(=O)N1CCc2cc(S(=O)(=O)NCCC(=O)Nc3cc(C)cc(C)c3)ccc21
 : ?	1%	2%	2%	1%	0%	3%	-7%
CCN(Cc1ccncc1)Cc1cn(C)nc1-c1ccc(Oc2ccccc2)cc1
 : -11%	-3%	-19%	-9%	16%	-10%	-3%	i
COC(=O)N(C)CCCC1(C)C(=O)N(C)c2ccc(O)cc21 (stereo unspecified)
 : 2%	-3%	-1%	?	6%	2%	3%	-7%
O=C(N1CCOCC1)C(F)(F)C(F)(F)C(F)(F)C(F)(F)C(=O)N1CCOCC1
 : -2%	-3%	2%	2%	-3%	-2%	-2%	-4%
CC1(C)C[C@](C)(C(=O)c2ccccc2)C=C1c1ccccc1
 : nt	-2%	nt	nt	6%	3%	1%	2%
COc1ccc(C(=O)N/N=C/c2ccccn2)cc1OC
 : -5%	0%	nt	-1%	4%	-4%	-7%	-12%
COCCCn1c(SCC(=O)N2CCCCC2C)nnc1-c1ccco1 (stereo unspecified)
 : -5%	0%	-2%	2%	10%	-9%	-6%	i
Cc1cccc(C)c1OCc1nnc(SCC(=O)Nc2ccccc2F)o1
 : ?	0%	5%	-4%	5%	-1%	-6%	8%
O=C(CN1C(=O)C(=O)N(Cc2ccco2)C1=O)NC1CCCCC1
 : 1%	-2%	-20%	-3%	-14%	-6%	-9%	0%
CCCOc1nc(SCCC)nc2c1cnn2-c1ccccc1
 : nt	-1%	20%	6%	10%	-2%	0%	-7%
NC(N)=N/N=C/c1cccc(Cl)c1Cl
 : -11%[15.4 µM]	-3%	40%[activator]	2%	14%	5%	-1%	11%
CCc1c(C)c(C#N)c2nc3ccccc3n2c1N(C)C
 : -8%	0%	8%	-7%	6%	5%	-5%	-16%
Cc1ccc(CN2C(=O)N/C(=C/c3ccc4c(c3)n(C)c(=O)n4C)C2=O)cc1
 : -7%	-2%	nt	-1%	-6%	2%	0%	-11%
O=C(NNC(=S)Nc1ccccc1)Nc1ccccc1
 : 3%	-2%	2%	?	-1%	2%	4%	i
CSCC[C@H](NC(=O)[C@H](Cc1c[nH]c2ccccc12)NC(=O)CCNC(=O)OC(C)(C)C)C(=O)N[C@@H](CC(=O)O)C(=O)N[C@@H](Cc1ccccc1)C(N)=O
 : nt	-1%	nt	nt	nt	-8%	4%	-11%
CCCOc1ccc(C(=O)NCCc2ccccc2)cc1
 : 0%	2%	9%	19%	-8%	-5%	-1%	i
CCCCCSc1nncc(=O)[nH]1
 : -10%	1%	3%	-1%	11%	3%	-11%	-6%
COc1cccc(C2=CC(c3cccc(OC)c3OC)n3nnnc3N2)c1 (stereo unspecified)
 : -8%	0%	?	-27%	18%	-8%	-16%	-9%
O=C(O)c1ccccc1S(=O)(=O)NCC(O)COC1CCCCC1 (stereo unspecified)
 : -4%	-1%	5%	-1%	-4%	5%	-1%	0%
Cn1c(=O)c2c(-c3ccc(C(C)(C)C)cc3)n(CC3CCCO3)cc2n(C)c1=O (stereo unspecified)
 : 4%	1%	-2%	1%	-2%	-1%	-4%	i
CCOC(=O)c1c(NC(=O)CN2C(=O)NC3(CCCCC3C)C2=O)sc(C)c1C (stereo unspecified)
 : -3%	-1%	-2%	-8%	5%	-6%	-5%	-5%
COc1cc2c(cc1OC)CN(CC(=O)NC(=O)NCc1ccccc1)CC2
 : -1%	-1%	7%	-4%	10%	-4%	-2%	i
CCC(C(=O)NCc1ccco1)N(C(=O)CNS(=O)(=O)c1ccc(C)cc1)c1ccccc1OC (stereo unspecified)
 : -13%	-5%	-3%	5%	3%	-2%	3%	-1%
Cc1ccccc1OCC(O)Cn1nnc2ccccc21 (stereo unspecified)
 : -4%	-4%	2%	-7%	0%	-6%	-8%	-1%
Cc1cccc(OCC2CCCN(Cc3nc(C4CC4)no3)C2)c1 (stereo unspecified)
 : ?	-2%[53 µM]	16%	14%	4%	3%	1%[53 µM]	14%
O=S(=O)(c1cccc2cnccc12)N1CCNCC1
 : nt	-4%	-4%	nt	-1%	3%	11%	i
